MITF primary = human MITF inhibition, primary screen; AlphaScreen MITF homodimerization, bead proximity signal; inhibition, % at 2.6 µM; actives 0.91% (n = 650,000); AID 1259374; in the data active = inhibition above about 50%;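 also: 0% = vehicle wells with protein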
Target sequence (O75030 whole entry, looked up): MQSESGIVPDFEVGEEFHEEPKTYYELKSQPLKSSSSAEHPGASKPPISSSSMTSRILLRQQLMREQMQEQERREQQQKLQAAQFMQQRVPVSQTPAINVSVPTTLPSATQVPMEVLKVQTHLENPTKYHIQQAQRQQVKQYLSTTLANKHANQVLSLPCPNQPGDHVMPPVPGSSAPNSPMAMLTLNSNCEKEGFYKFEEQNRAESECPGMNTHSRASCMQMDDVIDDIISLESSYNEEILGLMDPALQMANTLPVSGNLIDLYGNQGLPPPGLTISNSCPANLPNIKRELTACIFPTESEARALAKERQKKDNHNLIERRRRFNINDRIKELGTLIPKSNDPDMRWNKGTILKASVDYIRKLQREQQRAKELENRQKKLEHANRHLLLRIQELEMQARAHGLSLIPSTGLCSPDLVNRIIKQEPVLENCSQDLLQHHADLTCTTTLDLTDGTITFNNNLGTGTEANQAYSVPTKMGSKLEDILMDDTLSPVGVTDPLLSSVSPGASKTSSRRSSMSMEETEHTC
TEAD-YAP block = TEAD-YAP interaction inhibition. actives 1.4% (n = 640,000). HEK-TIYL cells, TEAD-Gal4/YAP UAS-luciferase luminescence. AID 1259422. inhibition, % at 9.12 µM; in the data active = inhibition above about 32%;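 also: 0% = median of test compound wells and 100% = reference inhibitor wells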
GPR151 activ = activates the human receptor GPR151. AID 1508602. Q8TDV0. activation, % at 11.2 µM. PathHunter beta-arrestin GPR151 cells, luminescence. actives 1% (n = 650,000); in the data active = activation above about 4.9%;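 also: 0% = median of compound wells and 100% = cells with positive control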
Target sequence (Q8TDV0 whole entry, looked up): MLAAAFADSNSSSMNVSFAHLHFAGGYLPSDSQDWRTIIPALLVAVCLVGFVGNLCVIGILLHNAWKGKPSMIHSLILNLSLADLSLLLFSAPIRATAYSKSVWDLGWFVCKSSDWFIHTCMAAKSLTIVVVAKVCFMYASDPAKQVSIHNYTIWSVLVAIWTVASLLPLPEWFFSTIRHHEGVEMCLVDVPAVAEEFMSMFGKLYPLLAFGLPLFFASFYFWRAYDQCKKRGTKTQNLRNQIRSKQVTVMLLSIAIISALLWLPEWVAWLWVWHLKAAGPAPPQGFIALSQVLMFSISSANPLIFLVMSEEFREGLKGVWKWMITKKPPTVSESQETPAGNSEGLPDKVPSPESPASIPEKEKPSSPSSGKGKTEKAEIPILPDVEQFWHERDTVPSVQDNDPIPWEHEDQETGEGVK
FBW7 activator = activators of human E3 ligase FBW7 | Q969H0 | AlphaScreen FBW7–phospho-cyclin E peptide binding, activator screen | normalized activity (activation), % at 26.1 µM | actives 0.13% (n = 650,000); in the data active = normalized activity above about 1.9%;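 also: purified mutant Fbw7 with reduced substrate affinity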
Numbers without * were called inactive. Not a hit list; overall some 3.4% were active at least once.

SMILES | MITF primary | TEAD-YAP block | GPR151 activ | FBW7 activator
COc1ccc(-c2noc(-c3cccc(Cl)c3)n2)cc1OC | -8 | -6 | 0.0 | 0.0
CCC(=O)C1=C(c2cccc([N+](=O)[O-])c2)N(C(=O)CC)n2c(CC)nnc2S1 | 14 | 16 | 1.6 | 0.0
CC(C)C(c1nnnn1Cc1cccs1)N1CCN(Cc2ccccc2)CC1 (centres undefined) | 28 | 0 | -0.8 | -0.1
Cc1ncc(CO)c2cc(C(=O)Nc3ccc(I)cc3)c(=N)oc12 | -1 | -6 | -0.4 | -0.1
CCc1nnc(SCc2ccc(OC)cc2)n1N | 9 | -4 | 1.1 | 0.2
O=C(CSc1nc2c(c(=O)n1-c1cccc(C(F)(F)F)c1)SCC2)Nc1ccccc1C(F)(F)F | 15 | -5 | 1.7 | 0.0
COC(=O)c1sc(=S)n(-c2cccc(C)c2)c1N | -3 | -5 | -1.2 | -0.1
COc1ccccc1C(=O)N/C(=C\c1ccccc1)C(=O)NC(CC(C)C)C(=O)O (centres undefined) | 4 | 7 | 0.5 | -0.1
Cn1ccc(C(=O)NCC2CCC3(CCN(Cc4ccc(Cl)cc4)CC3)O2)n1 (centres undefined) | 7 | 7 | -0.3 | 0.1
COc1cccc(/C=N/NC(=O)c2cc(-c3cccs3)[nH]n2)c1O | 22 | 68* | 0.3 | -0.1
O=C(Nc1ccc(N2CCOCC2)cc1)c1cccc(F)c1 | 0 | -10 | -5.0 | -0.1
CCc1ccccc1N(CC(=O)NC)S(C)(=O)=O | 0 | 1 | 0.0 | -0.1
Cc1sc2nnn(Cc3ccccn3)c(=O)c2c1C | -4 | -3 | -1.3 | -0.1
Cc1cccc2cc(CN(Cc3nnnn3C3CCCC3)C3CCCC3)c3nnnn3c12 | 5 | 0 | 1.2 | 1.1
COC(=O)c1ccc2c(c1)C(=O)N(c1cccc(C(=O)OCC(C)C)c1)C2=O | 7 | -15 | 0.1 | 0.0
CCN(Cc1nc2ccccc2c(=O)[nH]1)Cc1nc2cc(OC)c(OC)cc2c(=O)[nH]1 | 7 | 3 | 0.4 | -0.3
CCOc1ccc(/C=C/C(=O)Nc2ccc(N3CCOCC3)cc2)cc1 | 87* | 13 | 0.0 | 0.0
CCNC(=O)N1CCN(Cc2ccccc2)CC1C(=O)N1CCOCC1 (centres undefined) | 5 | -4 | 1.2 | 0.1
CCOc1cc(/C=C2/C(=N)N3N=C(CC(C)C)SC3=NC2=O)ccc1OCCOc1ccccc1Cl | 13 | 22 | -0.5 | 0.3
O=C(NCc1cccnc1)c1ccnc(-c2csc3ccccc23)c1 | 5 | 7 | 0.0 | 0.2
CN(C)S(=O)(=O)c1ccc(C(=O)Nc2nc(-c3coc4ccccc34)cs2)cc1 | 8 | 30 | 1.0 | -0.1
Cn1c(=O)c2c(ncn2CCCn2cnc3c2c(=O)n(C)c(=O)n3C)n(C)c1=O | 24 | 4 | -1.0 | 0.1
CCOc1ccc(NC(=O)C(=O)NCC2CCCO2)cc1 (centres undefined) | -3 | -7 | -0.4 | 0.1
CCN(C(=O)c1cc2cccc(OC)c2oc1=O)c1ccccc1 | -10 | 7 | 2.8 | -0.1
O=C(Nc1ccc(Cl)c(Cl)c1)c1nn2c(c1Cl)NC(c1cccs1)CC2C(F)(F)F (centres undefined) | 10 | -17 | -1.2 | -0.1

More results follow.
SMILES | MITF primary | TEAD-YAP block | GPR151 activ | FBW7 activator
O=C(C1=C(O)C(=O)N(CCc2ccccc2)C1c1ccccc1)c1cccs1 (centres undefined) | -1 | 6 | -1.6 | -0.2
CCc1ccc2oc(-c3ccc(NC(=O)c4ccc(C)c(Cl)c4)cc3)nc2c1 | -6 | 7 | 0.7 | 0.1
Cc1nnc2n1NC(c1ccc(F)cc1)C(C(=O)Nc1ccccc1Cl)S2 (centres undefined) | 8 | 0 | -0.6 | 0.0
Cc1ccc(S(=O)(=O)Nc2c(Cl)cc(Cl)c3cccnc23)cc1 | -12 | -1 | 2.4 | -0.2
CCN(CC)CC(=O)Nc1sc(C)cc1C(=O)c1ccccc1 | 4 | 0 | 0.1 | -0.3
COC(=O)C1=CN(CCc2ccccc2)C=C(C(=O)OC)C1C(=O)OC | -9 | -11 | 0.0 | 0.2
O=S(=O)(NCCN1CCOCC1)c1ccc(Cl)c(C(F)(F)F)c1 | 3 | 1 | -2.7 | 0.1
O=C(CN1CCC(c2nc3ccccc3[nH]2)CC1)Nc1ccc(C(F)(F)F)cc1 | 9 | 0 | 0.0 | 0.2
COc1nc(N)nc(-c2cccc(N)c2)n1 | -19 | -7 | 1.7 | 0.1
Cc1oc2cc3oc(=O)cc(C)c3cc2c1C | 9 | -29 | 1.1 | 0.1
COCc1cc(C)nc(SCC(=O)Oc2ccccc2)c1C#N | -9 | 1 | -1.4 | 0.2
Cc1ccc(C2N(C)C(=O)c3ccccc3N2C)cc1 (centres undefined) | 6 | 12 | 0.6 | -0.7
O=[N+]([O-])c1c(NCCO)cc(Sc2nnc(-c3ccccc3)o2)c2nonc12 | 6 | 16 | 3.7 | 0.1
COC(=O)c1c(OCc2ccsc2)cc(=O)n2c1CCN(Cc1ccncc1)CC2 | 4 | -13 | 1.3 | -0.1
Cc1cc(C)n(-c2nnc(C)n2/N=C/c2cc(Cl)ccc2F)n1 | 12 | 3 | 1.0 | -0.1
CCC1CCCCN1CCCNC(=O)c1oc(=O)c2ccccc2c1-c1ccc(C)cc1 (centres undefined) | 4 | 1 | -0.1 | -0.2
CCOCCCNC(=O)c1ccc(C)c(S(=O)(=O)Nc2cc(C)ccc2C)c1 | 12 | 10 | 1.1 | 0.0
CC(C)OC(=O)c1nnn(-c2nonc2N)c1CSc1ccccn1 | 9 | -1 | -1.3 | 0.4
COCCn1c(=S)[nH]c2cc(C(=O)NCCC3=CCCCC3)ccc2c1=O | 0 | 7 | -1.6 | 0.3
Cn1nnc2c([nH]c3ccccc32)c1=O | 9 | 9 | -0.6 | 0.2
CC1(C)C(C(=O)O)N2C(=O)C(NC(=O)C(C(=O)O)c3ccccc3)C2S1=O (centres undefined) | 23 | 1 | -1.1 | 2.5*
Cc1cccc(OCC(O)CN2CCNCC2)c1 (centres undefined) | 3 | -7 | 1.2 | -0.3
O=C(CCc1nnc(COc2ccccc2)o1)NCc1ccc2c(c1)OCO2 | 4 | -9 | 0.2 | -0.1
COc1cccc(-c2nc(=S)c3c(n2CCO)CCCC3)c1 | 6 | -1 | 0.1 | -0.2
Cc1ccc(CNC(=O)c2c[nH]c3ccc(S(=O)(=O)N4CCN(C)CC4)cc3c2=O)cc1 | 1 | -2 | 0.3 | 0.1

Single values from the entries so far:
For TEAD-YAP block, CN(C)S(=O)(=O)c1ccc(C(=O)Nc2nc(-c3coc4ccccc34)cs2)cc1 is entered as 30
For TEAD-YAP block, COC(=O)c1sc(=S)n(-c2cccc(C)c2)c1N is entered as -5
For GPR151 activ, Cc1cccc(OCC(O)CN2CCNCC2)c1 (centres undefined) is entered as 1.2

Continuation.
SMILES | MITF primary | TEAD-YAP block | GPR151 activ | FBW7 activator
COc1cccc(C(=O)N2c3ccccc3C(C)(c3ccccc3)CC2(C)C)c1 (centres undefined) | -7 | 1 | -0.8 | -0.3
Cc1ccc(Nc2ncc(F)c(Nc3ccc(C)cc3C)n2)c(C)c1 | 7 | -1 | -0.6 | 0.0
O=C(Cc1c(F)cccc1Cl)N1CCOCC1 | -2 | 2 | -0.1 | -0.2
CCCNC(=O)[C@@H](NC(=O)c1ccc(OCC)cc1)C(C)C | -12 | -3 | -0.3 | -0.2
CCCCOc1ccc(-c2nn(-c3ccccc3)cc2/C=c2\sc3nc(-c4cccs4)nn3c2=O)cc1 | -4 | 13 | 2.3 | 0.0
Cc1ncc(CO)c2cc(-c3nnc(Nc4ccc5c(c4)OCO5)s3)c(=O)oc12 | 11 | 3 | 2.2 | 0.8
Cc1cccc(OCC(=O)Nc2ncn[nH]2)c1C | 5 | -31 | -2.1 | -0.1
COc1cccc(CC2=NOC(C(=O)NCc3ccc(-n4cccn4)cc3)C2)c1 (centres undefined) | 12 | -47 | -0.7 | 0.2
COc1ccc(-c2nn(-c3ccccc3)cc2/C=N/NC(N)=O)cc1 | -20 | -47 | 1.7 | -0.2
COc1ccc(C(C)=O)cc1CSc1nnnn1C | 1 | -8 | -1.7 | 0.0
O=C(Cn1nnc2ccccc2c1=O)c1ccc(F)cc1 | 8 | 12 | 0.4 | 0.5
Cc1cc(F)ccc1NC(=O)C1CCC(CNc2c(N3CCC(C)CC3)c(=O)c2=O)CC1 (centres undefined) | -2 | -4 | 0.4 | -0.2
CCOC(=O)/C(N=Nc1ccc2c(c1)OCCO2)=C(/O)c1ccc([N+](=O)[O-])cc1 | 0 | 88* | 1.0 | 0.0
NC(=O)NC(=O)/N=C/c1c(O)[nH]c(=O)[nH]c1=O | 7 | -8 | -0.1 | -0.1
O=C(NCCC1=CCCCC1)c1ccc(N2CC3CC(C2)c2cccc(=O)n2C3)c(NC(=O)c2cccc(C(F)(F)F)c2)c1 (centres undefined) | 20 | -2 | 0.6 | 0.1
N=C1/C(=C/c2ccc(-c3ccc(C(=O)O)cc3)o2)C(=O)N=C2SC=C(c3ccccc3)N12 | -1 | 1 | 1.2 | -0.2
O=C(c1ccccc1)c1ccc2nc(-c3ccc(F)cc3)c(-c3ccc(F)cc3)nc2c1 | -7 | -5 | 0.3 | 0.1
CCOC(=O)Cn1nc2n(Cc3ccc(C)cc3)c3ccccc3n2c(=O)c1=O | 4 | -3 | 1.0 | 0.1
CCOC(=O)c1cc2cccc(OC)c2oc1=O | 0 | -8 | 0.2 | 0.0
Cc1ccc(C)c(-n2nnnc2SCC(=O)N2C(C)CCCC2C)c1 (centres undefined) | 2 | 6 | -0.5 | -0.1
COCCNC(=O)C1Sc2nnc(C)n2NC1c1ccc(Cl)cc1 (centres undefined) | -2 | -3 | -0.7 | 0.0
COc1ccc(NC(=O)C2=C(C)NC(=S)NC2c2ccc(O)cc2)c(OC)c1 (centres undefined) | 20 | -4 | -1.6 | 0.0
COC(=O)C12CC3(C)CC(C)(CC(C)(C3)C1)C2 | -3 | 2 | 1.6 | -0.1
Nc1c(C(=O)c2ccccc2)sc2nc3c(c(-c4ccco4)c12)CCCCC3 | 2 | -14 | -0.1 | 0.3
CCC(=O)Oc1ccc(C(=O)N2CCN(c3ccccc3OC)CC2)cc1 | 7 | 8 | 0.5 | 0.1

Reprinted from the part before: 6 compounds; new compounds follow.
SMILES | MITF primary | TEAD-YAP block | GPR151 activ | FBW7 activator
Cc1ccc(C)c(-n2nnnc2SCC(=O)N2C(C)CCCC2C)c1 (centres undefined) | 2 | 6 | -0.5 | -0.1
COCCNC(=O)C1Sc2nnc(C)n2NC1c1ccc(Cl)cc1 (centres undefined) | -2 | -3 | -0.7 | 0.0
COc1ccc(NC(=O)C2=C(C)NC(=S)NC2c2ccc(O)cc2)c(OC)c1 (centres undefined) | 20 | -4 | -1.6 | 0.0
COC(=O)C12CC3(C)CC(C)(CC(C)(C3)C1)C2 | -3 | 2 | 1.6 | -0.1
Nc1c(C(=O)c2ccccc2)sc2nc3c(c(-c4ccco4)c12)CCCCC3 | 2 | -14 | -0.1 | 0.3
CCC(=O)Oc1ccc(C(=O)N2CCN(c3ccccc3OC)CC2)cc1 | 7 | 8 | 0.5 | 0.1
Cc1cccc(Nc2nc(CC(=O)N3CCN(c4ccccc4Cl)CC3)cs2)n1 | 7 | 0 | 0.2 | -0.2
O=C(NCc1ccco1)c1cccnc1Cl | -2 | 6 | 0.5 | 0.1
CC(C(=O)NCc1ccco1)n1sc2ccccc2c1=O (centres undefined) | 10 | 1 | -0.1 | -0.1
CCN(CC)N=Nc1ccc(NC(C)=O)cc1 | 9 | -1 | -0.7 | -0.1
C=CCNc1nc2ccc(C)cn2c(=O)c1/C=C1/SC(=S)N(CC2CCCO2)C1=O (centres undefined) | -5 | 5 | 0.8 | -0.1
CCOC(=O)C1CCC(CN(Cc2ccc(OC)cc2)S(=O)(=O)c2cc(C)ccc2C)CC1 (centres undefined) | 12 | 11 | -0.7 | 0.3
NC(=O)CSc1nc2nccnc2c(=O)n1Cc1ccccc1Cl | -11 | -11 | 0.2 | 0.0
COc1ccc(C(=O)Nc2ccc(S(=O)(=O)Nc3nccnc3OC)cc2)cc1 | 14 | 7 | -2.5 | 0.0
CCc1c(C)nc(N)nc1N1N=C1SCc1ccccc1 | 1 | -3 | 0.8 | 0.0
Cc1ccc(NC(=O)/C(C#N)=C/c2ccc(C)s2)cc1 | 8 | -53 | 2.6 | -0.2
FC(F)(F)c1cccc(CNc2nc(-c3csc4ccccc34)nc3c2ncn3-c2ccccc2)c1 | 10 | -3 | 0.8 | 0.0
COc1ccc2c(c1)-c1c(ssc1=Nc1cc(Cl)cc(Cl)c1)C(C)(C)N2 | -1 | 3 | 1.0 | -0.1
CCOC(=O)N1CCN(C(=O)c2ccc3c(=O)n(Cc4ccccc4)c(SCc4cccc(Cl)c4)nc3c2)CC1 | 16 | 13 | 3.0 | 0.4
COC(=O)c1ccc2c(=O)n(CC3CCCO3)c(SCC(=O)NCCc3ccc(OC)c(OC)c3)nc2c1 (centres undefined) | -9 | -9 | -0.4 | -0.1
CCc1ccc2[nH]cc(S(=O)(=O)c3ccc(OC)cc3)c(=O)c2c1 | 7 | 2 | 0.5 | 0.4
CSc1nc2sc3c(c2c2n[nH]c(=S)n12)CCC3 | 34 | 6 | -1.8 | -0.9
Cc1[nH]c2ccccc2c1C(Nc1nccs1)c1ccc([N+](=O)[O-])cc1 (centres undefined) | -4 | 16 | -0.4 | -0.1

Structures from the list above that have a cyano group:
SMILES | MITF primary | TEAD-YAP block | GPR151 activ | FBW7 activator
COCc1cc(C)nc(SCC(=O)Oc2ccccc2)c1C#N | -9 | 1 | -1.4 | 0.2
Cc1ccc(NC(=O)/C(C#N)=C/c2ccc(C)s2)cc1 | 8 | -53 | 2.6 | -0.2
